Anthrax LF inh2 – Bacillus anthracis LF protease inhibitors, primary screen, biochemical, multiplex microsphere, MLPCN library | Lethal factor (Bacillus anthracis), P15917 | multiplex microsphere protease cleavage assay | inhibition, % at 10 µM | 360,000 tested, 0.12% active | AID 588501, 2011; note: plate controls were buffer without enzyme for full effect and enzyme alone for no effect
BoNT-A LC inh2 – BoNT/A light chain protease inhibitors, primary screen, biochemical, flow cytometry, MLPCN library; Botulinum neurotoxin type A light chain protease (Clostridium botulinum A str. ATCC 3502); multiplex microsphere protease substrate cleavage; inhibition, % at 10 µM; 360,000 tested, 0.17% active; note: plate controls were buffer without enzyme for full effect and enzyme alone for no effect
FBA Mtb inh – Mtb FBA enzyme inhibitors, primary screen, biochemical, fluorescence, strain H37Rv; inhibition, % at 1 µM; AID 588726, 2011; purified M. tuberculosis FBA, fluorescence read-out; 360,000 tested, 2.3% active; in the data active = inhibition above about 27%;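 note: 0% = vehicle and 100% = reference inhibitor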
Target sequence (P9WQA3 whole entry, looked up): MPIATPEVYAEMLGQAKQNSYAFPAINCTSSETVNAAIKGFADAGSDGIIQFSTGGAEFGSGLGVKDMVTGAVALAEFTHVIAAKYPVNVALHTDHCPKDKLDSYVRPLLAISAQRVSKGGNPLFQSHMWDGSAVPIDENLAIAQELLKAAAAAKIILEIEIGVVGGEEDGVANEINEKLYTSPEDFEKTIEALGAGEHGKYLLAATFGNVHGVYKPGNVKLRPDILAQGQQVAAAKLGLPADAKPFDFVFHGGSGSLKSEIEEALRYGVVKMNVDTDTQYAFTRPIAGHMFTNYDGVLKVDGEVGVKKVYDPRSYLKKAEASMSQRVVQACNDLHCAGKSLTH
PfHsp40 yeast – rescue of yeast from PfHsp40 toxicity, primary screen, S. cerevisiae, ATP luminescence; S. cerevisiae expressing PfHsp40, growth rescue; growth rescue, % at 12.5 µM; 340,000 tested, 0.68% active; AID 504582, 2011; in the data active = growth rescue above about 28%, passing the limit was not always enough; inconclusive = no clear call, values can overlap the other calls;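 note: yeast W303a lacking pdr1 and pdr3 grown in galactose medium; growth measured after three days at 30 °C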
UGM FP inh – M. tuberculosis UGM enzyme inhibitors, primary screen, biochemical, fluorescence polarization, single point. purified UGM, fluorescence polarization probe displacement. inhibition, % at 10 µM. 320,000 tested, 0.06% active. AID 504406, 2011; in the data active = inhibition above about 10%, passing the limit was not always enough; inconclusive = no clear call, values can overlap the other calls
Target sequence (P9WIQ1 whole entry, looked up): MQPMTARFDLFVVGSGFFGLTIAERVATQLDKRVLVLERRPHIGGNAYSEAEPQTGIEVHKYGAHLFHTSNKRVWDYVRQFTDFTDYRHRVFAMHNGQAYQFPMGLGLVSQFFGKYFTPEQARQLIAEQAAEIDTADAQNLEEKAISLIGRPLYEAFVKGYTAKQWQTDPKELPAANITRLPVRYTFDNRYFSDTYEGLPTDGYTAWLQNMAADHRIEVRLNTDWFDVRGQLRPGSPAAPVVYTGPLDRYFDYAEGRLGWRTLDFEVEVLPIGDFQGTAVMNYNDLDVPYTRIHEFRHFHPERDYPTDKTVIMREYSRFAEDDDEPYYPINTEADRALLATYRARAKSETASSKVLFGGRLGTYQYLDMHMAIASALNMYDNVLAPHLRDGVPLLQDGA
GDH-TPI inh – GDH-TPI coupling enzyme inhibitors, primary screen, artefact control for M. tuberculosis FBA inhibitor project, biochemical, absorbance, full deck. GDH-TPI coupled enzyme counterscreen, NADH absorbance. inhibition, % at 4.8 µM. 360,000 tested, 1.2% active. AID 588335, 2011; in the data active = inhibition above about 30%;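 note: 0% = DMSO wells and 100% = wells lacking the enzyme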
BoNT-F LC inh – BoNT/F light chain protease inhibitors, primary screen, biochemical, flow cytometry, MLPCN library. Botulinum neurotoxin type F light chain protease (Clostridium botulinum). Multiplex microsphere protease cleavage assay. inhibition, % at 10 µM. 360,000 tested, 0.22% active. AID 588497, 2011; in the data active = inhibition above about 35%, passing the limit was not always enough; inconclusive = no clear call, values can overlap the other calls; note: plate controls were buffer without enzyme for full effect and enzyme alone for no effect
FadD28 FP inh – inhibitors of FadD28 bisubstrate probe binding, primary screen, biochemical, fluorescence polarization, single point. inhibition, % at 12.5 µM. Mycobacterium tuberculosis FadD28 fatty-acid-AMP ligase. 360,000 tested, 0.22% active; in the data active = inhibition above about 8.5%, passing the limit was not always enough; inconclusive = no clear call, values can overlap the other calls
BioA inh – M. tuberculosis BioA enzyme inhibitors, primary screen, biochemical, plate reader, single point, HTS | inhibition, % at 9.99 µM | purified M. tuberculosis BioA enzyme | 360,000 tested, 0.096% active; in the data active = inhibition above about 40%; inconclusive = no clear call, values can overlap the other calls
Numbers without * were called inactive; ? = inconclusive; / = not tested or not shown. Cut-off read from the data, not from the text of the source, unless noted: active = inhibition above about 30%; inconclusive = no clear call, values can overlap the other calls; inactive = below that.

SMILES	Anthrax LF inh2	BoNT-A LC inh2	FBA Mtb inh	PfHsp40 yeast	UGM FP inh	GDH-TPI inh	BoNT-F LC inh	FadD28 FP inh	BioA inh
O=C(CSc1n[nH]c(-c2ccncc2)n1)c1ccccc1	-13	-2.0	0	-0.8	0.6	6	-21	1.8	-2.3
O=C(CN1CCOCC1)N/N=C/c1ccc(C(=O)O)cc1	0	-0.3	-2	-0.3	-2.9	6	1	-0.6	/
O=C(N/N=C/c1ccc(F)cc1)c1ccccc1	-1	-0.9	0	-1.0	-1.8	-2	-3	-2.6	/
CCC1=C2CC[C@H]3C(=O)NC(=O)[C@H]3[C@H]2[C@@]2(Cc3ccccc3)C(=NCC(=O)OC)OC(=O)N2C1=O	-8	0.6	5	0.1	3.2	16	6	-0.2	-3.5
CNCC(=O)N1CCN(c2ncc(C(F)(F)F)cc2Cl)CC1	4	0.0	-2	1.1	2.2	1	-4	-0.2	/
CCOC(=O)Cn1c2c(c(-c3ccccc3OC)cc1=O)CCCC2	-2	0.2	-1	-0.5	0.5	-6	0	-1.8	-3.7
CCOc1ccccc1NC(=O)Cn1nnc(C(=O)Nc2ccc(C)cc2)c1N	-1	-0.1	-4	0.1	1.3	0	3	-0.1	-0.3
O=C(N[C@@H](Cc1ccccc1)C(=O)OCc1ccccc1)c1nc[nH]c1C(=O)NC(c1ccccc1)c1ccccc1	-2	-0.1	-2	0.8	-1.5	3	2	-2.0	-1.3
O=C1NN=C2CCCCCC12 (configuration not stated)	-2	-0.2	0	/	/	10	-5	-0.6	-1.1
Cc1ccc(CN2CCN(/N=C/C(Br)=C\c3ccccc3)CC2)cc1	-11	0.2	2	/	1.0	-2	0	-1.7	7.1
N#CC(=C1C=C(Br)C(=NO)C=C1Cl)c1cccc2ccccc12	-8	-0.4	-8	/	/	12	-14	-16	-0.8
O=C(COc1ccc2c(c1)oc(=O)c1ccccc12)NCCN1CCOCC1	-1	1.2	91*	-0.4	4.1	5	2	-3.2	1.3
CC(NC(=O)C(C)N1CCN(Cc2ccccc2)CC1)c1ccccc1 (configuration not stated)	0	0.5	1	-0.3	0.6	-1	12	-2.9	-1.5
O=P(Nc1c(Cl)cccc1Cl)(c1ccccc1)c1nc2c(s1)CCCC2 (configuration not stated)	-9	-3.1	1	0.8	-0.6	-2	-3	0.5	-2.8
Cc1cc(C)n2nc(C(=O)NCc3ccco3)cc2n1	-2	0.0	14	-0.8	2.6	9	5	-0.7	3.8
O=C(CC1C(=O)NCCN1Cc1ccc(-c2ccccc2)cc1)NCc1ccncc1 (configuration not stated)	-1	0.9	-2	-0.1	0.0	-8	-4	-3.9	/
O=C(CN1C(=O)c2cccc([N+](=O)[O-])c2C1=O)OCC(=O)N1CCCCC1	-2	4.7	1	-0.5	1.7	8	0	-0.5	-1.8
COc1ccc(-c2csc(NC(=O)C(CC(=O)O)N3CCOCC3)n2)cc1 (configuration not stated)	-6	-2.6	4	-2.2	0.5	6	12	-0.6	-0.9
COC(=O)c1[nH]c2ccccc2c1CN1CCOCC1	1	2.3	4	3.6	1.3	-10	9	-4.2	-0.8
CCc1ccc(NC(=O)c2cc(C(C)C)on2)cc1	0	0.6	3	0.2	1.6	13	-2	-0.4	/
O=C(NCC#CCOCc1ccccc1)c1ccccc1	-5	0.0	6	-0.9	1.3	13	8	-1.1	-0.5
Nc1nnc(SCC(=O)NN2C(=O)NC3(CCCCC3)C2=O)s1	-1	-1.2	9	0.1	1.1	4	-4	0.1	/
COc1cc(OC)cc(-c2nc3nc(C)c(CCC(=O)NCC(OC)OC)c(C)n3n2)c1	0	0.6	0	1.1	-2.7	3	3	-4.9	/
CCSc1nc(N)c(C#N)c(-c2ccco2)c1C#N	-4	0.3	3	?	1.4	6	2	-12	-2.4
CCOC(=O)C1(CCCc2ccccc2)CCN(C2CCSCC2)CC1	-1	0.1	4	0.2	/	5	-4	-1.1	/

Entries of single compounds, quoted from the list.
O=C(N[C@@H](Cc1ccccc1)C(=O)OCc1ccccc1)c1nc[nH]c1C(=O)NC(c1ccccc1)c1ccccc1 is listed as Anthrax LF inh2 = -2; BoNT-A LC inh2 = -0.1; FBA Mtb inh = -2; PfHsp40 yeast = 0.8; UGM FP inh = -1.5; GDH-TPI inh = 3; BoNT-F LC inh = 2; FadD28 FP inh = -2.0; BioA inh = -1.3
CNCC(=O)N1CCN(c2ncc(C(F)(F)F)cc2Cl)CC1 is listed as Anthrax LF inh2 = 4; BoNT-A LC inh2 = 0.0; FBA Mtb inh = -2; PfHsp40 yeast = 1.1; UGM FP inh = 2.2; GDH-TPI inh = 1; BoNT-F LC inh = -4; FadD28 FP inh = -0.2; BioA inh = /

(cont.)
SMILES	Anthrax LF inh2	BoNT-A LC inh2	FBA Mtb inh	PfHsp40 yeast	UGM FP inh	GDH-TPI inh	BoNT-F LC inh	FadD28 FP inh	BioA inh
O=C1CCC2=C(CCCC2=O)N1	-3	-0.3	-8	-1.7	-0.9	-2	-1	-3.7	/
CCCC(C)C1(CC)C(=O)NC(=Nc2ccccc2)NC1=O (configuration not stated)	2	-0.8	0	-0.6	-2.4	0	-10	-1.1	-1.2
COc1cc(/C=N/NC(=O)CNc2n[nH]c(=O)[nH]c2=O)ccc1O	-2	-2.3	1	0.0	0.3	13	-16	-1.3	-0.2
O=C(COc1ccc(/C=N/NS(=O)(=O)c2ccccc2)cc1)N1CCOCC1	-2	-0.4	-1	0.2	0.3	15	-2	-2.3	/
CCN1C(=O)[C@H]2[C@@H](c3ccc(C(F)(F)F)cc3)N[C@]3(CCCN(Cc4ccccc4)C3=O)[C@H]2C1=O	1	0.1	0	/	/	3	8	-2.9	1.0
CCCCn1c(N)c(N(CCOC)C(=O)c2ccc(S(=O)(=O)N3CCCCC3)cc2)c(=O)[nH]c1=O	1	-0.9	3	-0.8	2.2	1	-4	-2.4	-0.7
O=C(Nc1cccn(Cc2cccc(F)c2)c1=O)NC1CCCCC1	-3	-0.7	7	-0.4	-0.3	1	-6	-3.8	/
CC(C)CCNC(=O)C(c1ccncc1)N(C(=O)Cn1nnc(-c2ccc(F)cc2)n1)c1ccccc1F (configuration not stated)	0	0.2	-2	0.0	-1.1	-1	5	-3.8	/
COCc1cc(N2CCCC2)nc(-c2ccccc2)n1	-2	-1.3	-1	2.2	-2.2	-5	-8	-1.3	2.0
COc1ccc(CNC(=O)CN(C(=O)c2snc(C(N)=O)c2N)c2ccccc2F)cc1	3	0.5	6	0.3	-0.7	8	2	-2.6	5.0
COc1ccc(C(C)NC(=O)c2ccccc2Cl)cc1OC (configuration not stated)	0	-1.0	0	0.0	-0.8	8	-5	-0.5	-1.1
O=C(O)c1ccccc1C(=O)Nc1ccc(S(=O)(=O)NC2CCCCC2)cc1	-2	-0.4	2	-1.1	2.0	-3	7	-4.3	1.0
CC(C)Oc1ccc(CCN)cc1Cl	-2	-0.1	4	0.5	4.4	13	-9	-4.4	-1.5
Cc1nc(-c2ccc(F)cc2)c(CC(=O)Nc2cccc(S(=O)(=O)N3CCOCC3)c2)s1	0	1.2	-2	0.4	-1.6	2	-1	-3.8	0.8
C=C(Cl)COc1cc(C)cc2oc(=O)cc(CC)c12	0	-0.8	32*	-0.4	-0.6	4	-5	-0.1	-4.3
O=C(NNC(=S)Nc1ccc(F)cc1)[C@H]1C[C@@H]1c1ccccc1	/	/	3	/	-2.5	-2	/	-1.0	4.8
CC(C)C[C@H](NC(=O)c1cc2cc(Cl)ccc2n1C)C(=O)N1CCC[C@H]1C(=O)O	-1	0.0	5	-0.1	4.1	11	-5	-3.0	0.2
S=C(Nc1cccnc1)NC1CCCC1	-2	2.1	5	-1.0	2.5	2	-16	1.3	0.4
COc1ccc(NC(=O)CSc2nc3[nH]c(=O)[nH]c(=O)c3s2)cc1OC	-8	1.0	3	0.6	-0.6	13	-7	0.1	-5.2
Cc1cc(N2CCCCC2)nc(SCC(=O)c2ccccc2)n1	-11	-0.7	2	0.2	3.6	9	-5	-1.6	2.5
CC1=C(C(=O)OCCNC(=O)c2ccccc2O)C(c2ccccc2[N+](=O)[O-])C(C(=O)OCC2CCCO2)=C(C)N1 (configuration not stated)	0	-0.2	-1	1.5	1.0	8	-5	-0.1	/
Cc1ccc(NC(=O)c2cc(N3C(=O)CCC3=O)ccc2N2CCCCC2)cc1	-5	-0.6	0	-0.7	-1.6	-10	-3	-3.5	/
Cc1ccc(NC(=O)CN(C)C(=O)Cc2ccc(Cl)cc2Cl)cc1	-6	0.9	0	0.7	2.0	2	-17	-1.8	0.3
CCC(=O)Nc1ccc2c(c1)Cc1cc(NC(=O)CC)ccc1-2	6	-0.2	1	-1.9	-5.4	7	-15	1.2	-0.8
CC(C)(C)C1CCc2c(sc(NC(=O)CSc3nnc(-c4ccccc4)o3)c2C#N)C1 (configuration not stated)	-6	-1.1	-2	0.1	-0.8	4	-4	0.8	-1.0
SMILES	Anthrax LF inh2	BoNT-A LC inh2	FBA Mtb inh	PfHsp40 yeast	UGM FP inh	GDH-TPI inh	BoNT-F LC inh	FadD28 FP inh	BioA inh
CCOc1cc(CNc2ccc3c(c2)OCCO3)cc(Br)c1OCC(N)=O	-1	-1.0	1	2.0	-0.2	10	-22	0.6	3.9
Cc1cc(C)nc(SCC(=O)NCc2ccco2)n1	-1	-0.3	3	0.2	-0.2	6	-4	-3.1	-0.6
O=[N+]([O-])c1ccc(N/N=C/c2ccc(O)c(O)c2O)c(S(=O)(=O)N2CCOCC2)c1	-10	1.4	-10	4.4	/	13	-11	-1.0	/
C#CCOc1ccc(Cl)cc1/C=N/O	0	-0.2	4	-0.7	0.9	1	0	-1.3	-1.0
Cc1cccc(NS(=O)(=O)c2ccc(C(=O)N3CCC3)cc2)c1C	2	-1.1	2	-0.1	2.3	14	4	1.3	-4.8
O=C(Nc1ccc2nn(-c3ccccc3)nc2c1)c1ccco1	-1	1.7	16	0.7	-0.5	33*	0	-1.2	1.0
S=C1SCN(Cc2cccs2)CN1Cc1cccs1	-3	0.3	3	/	/	12	-12	-0.5	-1.0
Cc1ccc(NC(=O)CCNS(=O)(=O)c2ccc(Br)cc2)cc1S(=O)(=O)N1CCOCC1	-2	0.5	0	0.0	5.7	4	2	3.5	-1.4
O=C(CCSc1nnc(-c2ccco2)o1)Nc1ccc(F)cc1	0	0.2	0	1.4	0.7	-2	-3	1.0	/
CNC(=S)N(CCCN(C)C)Cc1cc2cc3c(cc2[nH]c1=O)OCCO3	-18	0.7	11	-1.6	2.7	8	11	-4.0	0.2
Cc1c(C(=O)N2CCOCC2)c(S(=O)(=O)N2CCN(c3ccc(Cl)cc3)CC2)c(C)n1C	0	-0.1	-1	-1.8	-0.1	-3	-3	-3.7	-0.2
O=C(NC1CCCC1)C(c1cccnc1)N(C(=O)c1csnn1)c1ccccc1 (configuration not stated)	3	-1.1	0	-0.3	-3.5	-1	-9	2.4	0.0
COc1ccc2c(c1)OC(=O)CC2c1cc(OC)c(OC)c(OC)c1 (configuration not stated)	-5	-0.2	1	-1.9	/	-12	3	0.8	0.3
CCCCN(C)CCCNC(=O)c1cn(CC)c2ccc(S(=O)(=O)N3CCc4ccccc4C3)cc2c1=O	0	-0.3	-3	-1.9	2.0	2	-2	-3.0	/
CCn1cc(Cl)c(C(=O)Nc2nccs2)n1	3	-0.2	-3	5.6	/	4	-4	-1.9	-1.6
Cc1ccc(S(=O)(=O)N2CCCC(C(=O)NCCC3=CCCCC3)C2)cc1 (configuration not stated)	-1	-1.3	-2	-0.6	-0.6	-6	-2	-2.7	1.4
COc1ccc(-c2cn(Cc3cccc(OC)c3)nn2)cc1	0	0.3	2	0.5	-0.8	-10	0	-2.5	1.2

Screens deposited in PubChem BioAssay by several laboratories.
